# MazF activator: activators of E. coli MazEF toxin-antitoxin RNase | P0AE70 | FAM/BHQ RNA-DNA oligo cleavage fluorescence, 5 h | activation, % at 20 µM | 350,000 tested, 0.32% active; in the data active = activation above about 50%
# GDH-TPI inh: inhibits GDH-TPI coupling enzymes, artifact for Mtb FBA screen | inhibition, % at 4.8 µM | GDH-TPI coupled enzyme counterscreen, NADH absorbance | 360,000 tested, 1.2% active; in the data active = inhibition above about 30%;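 note: 0% = DMSO wells and 100% = wells lacking the enzyme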
# BioA inh: blocks M. tuberculosis BioA enzyme activity. purified M. tuberculosis BioA enzyme, plate reader. inhibition, % at 9.99 µM. 360,000 tested, 0.096% active. AID 602481; in the data active = inhibition above about 40%
# DUSP3 inh: DUSP3 (human) phosphatase inhibition; P51452; recombinant VHR phosphatase, pNPP absorbance; inhibition, % at 13.3 µM; 290,000 tested, 0.52% active; AID 1654; in the data active = inhibition above about 50%; note: some compounds called inactive have numbers as strong as hits
# Target sequence (P51452 whole entry, looked up): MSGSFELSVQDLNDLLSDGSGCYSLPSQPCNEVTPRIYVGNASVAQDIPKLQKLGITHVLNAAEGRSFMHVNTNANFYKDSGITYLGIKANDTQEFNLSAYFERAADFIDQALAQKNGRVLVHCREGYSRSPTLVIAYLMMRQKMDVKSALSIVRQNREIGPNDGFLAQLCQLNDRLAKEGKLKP
# Vc quorum ag: inducers of Vibrio cholerae quorum light production without autoinducers; 350,000 tested, 0.16% active; V. cholerae BH1578 lux reporter, luminescence, 6 h; AID 588436; activation, % at 18.7 µM; in the data active = activation mostly above about 9.7%, no sharp cut-off; note: not every result past the cut was called active; inactives centre near 0; reference of the scale not given here
# 3CLpro inhibitor: SARS-CoV 3CLpro protease inhibition; P0C6X7; recombinant SARS-CoV 3CLpro, quenched FRET peptide cleavage; inhibition, % at 6 µM; 290,000 tested, 0.14% active; in the data active = inhibition above about 12%
# Rv3671c protease: inhibits the M. tuberculosis serine protease Rv3671c | 320,000 tested, 0.048% active | inhibition, % at 5.96 µM | P9WHR9; in the data active = inhibition above about 38%;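 note: extracellular domain of Rv3671c used as enzyme; 0% = enzyme with DMSO and 100% = no enzyme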
# Target sequence (P9WHR9 whole entry, looked up, the tested form may be a part): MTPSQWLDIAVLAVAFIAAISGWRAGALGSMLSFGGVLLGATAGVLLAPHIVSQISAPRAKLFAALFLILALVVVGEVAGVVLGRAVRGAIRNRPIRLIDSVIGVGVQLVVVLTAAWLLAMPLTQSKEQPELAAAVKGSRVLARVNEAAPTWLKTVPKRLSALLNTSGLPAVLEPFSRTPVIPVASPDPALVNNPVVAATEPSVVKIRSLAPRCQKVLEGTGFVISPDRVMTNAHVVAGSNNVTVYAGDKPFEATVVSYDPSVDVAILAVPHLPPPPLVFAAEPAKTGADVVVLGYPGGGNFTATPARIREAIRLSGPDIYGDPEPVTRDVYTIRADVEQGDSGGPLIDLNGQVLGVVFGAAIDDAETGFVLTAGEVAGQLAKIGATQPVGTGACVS
# UGM FP inh: inhibitors of M. tuberculosis UDP-galactopyranose mutase. purified UGM, fluorescence polarization probe displacement. inhibition, % at 10 µM. 320,000 tested, 0.06% active; in the data active = inhibition above about 10%, passing the limit was not always enough
# Target sequence (P9WIQ1 whole entry, looked up): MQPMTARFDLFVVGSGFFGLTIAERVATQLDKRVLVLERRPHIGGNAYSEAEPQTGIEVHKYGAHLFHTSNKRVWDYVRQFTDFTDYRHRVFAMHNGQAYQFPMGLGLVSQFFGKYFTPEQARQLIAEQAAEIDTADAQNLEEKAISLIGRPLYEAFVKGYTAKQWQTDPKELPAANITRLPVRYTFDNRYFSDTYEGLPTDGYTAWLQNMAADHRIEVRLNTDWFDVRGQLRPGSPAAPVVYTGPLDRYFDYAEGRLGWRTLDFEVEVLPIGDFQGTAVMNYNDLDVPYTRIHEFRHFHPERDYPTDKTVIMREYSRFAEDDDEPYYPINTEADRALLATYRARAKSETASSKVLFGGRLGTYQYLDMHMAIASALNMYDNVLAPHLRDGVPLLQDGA
# Mtb FBA inh: inhibitors of M. tuberculosis fructose-bisphosphate aldolase; 360,000 tested, 2.3% active; inhibition, % at 1 µM; purified M. tuberculosis FBA, fluorescence read-out; AID 588726; in the data active = inhibition above about 27%;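 note: 0% = vehicle and 100% = reference inhibitor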
# PriA SSB inh: K. pneumoniae PriA-SSBct interaction inhibition; AlphaScreen SSBct-PriA binding, biotinylated peptide; inhibition, % at 33 µM; 430,000 tested, 0.6% active; AID 1272365; in the data active = inhibition mostly above about 37%, no sharp cut-off; inactive = mostly below about 20%;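 note: plate controls were negative control peptide for no effect and reference peptide for full effect; strong numbers were not always called active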
# The depositor's hits bear a star; i = inactive; · = no result given; & = joins results of further samples.
SMILES,MazF activator,GDH-TPI inh,BioA inh,DUSP3 inh,Vc quorum ag,3CLpro inhibitor,Rv3671c protease,UGM FP inh,Mtb FBA inh,PriA SSB inh
CNC(=O)c1c(NC(=O)C2=COCCO2)sc2c1CCC(C)C2 (centres undefined),-13,12,-0.3,4,0.0,2,4,-2.0,-1,-7
O=C(Nc1ccccc1)c1cc2ccccc2s1,14,-3,-0.9,·,i,·,·,·,-4,-7
NC(=O)c1cc2ccccc2o/c1=N\NC(=O)c1ccccc1O,7,0,0.1,100,i,3,-2,1.1,0,i
CCN(CC)S(=O)(=O)c1ccc(C)c(NC(=O)CSc2nc3ccc(C)cc3[nH]2)c1,2,-8,0.3,-4,-0.4,-2,-7,1.9,-1,5
COc1ccc(C(C)=O)cc1CON=C1CSCc2ccccc21,-1,-2,-0.2,·,i,·,·,·,0,·
COC(=O)Cn1c(=NC(=O)CSCC(=O)Nc2cc(C)on2)sc2ccccc21,6,4,-1.4,6,-1.1,·,-14,0.1,0,-1&7
O=C(CNC(=S)N(CCCN1CCOCC1)Cc1cccs1)N1CCCCCC1,3,1,·,9,-2.8,3,-2,0.7,-2,4
COc1cccc(NC(=O)Nc2ccc3c(c2)nnn3C)c1,4,12,-1.2,40,i,1,0,3.2,2,-4
c1ccc(CCSc2ncnc3nc[nH]c23)cc1,2,6,0.9,-8,i,-3,13,0.3,-1,-5
COc1cc(O)c(C(CCN2CCCC2)c2ccc3c(c2)OCO3)c(OC)c1 (centres undefined),6,-2,-0.1,4,i,·,-2,1.1,-1,-24
CCCCNC(=O)CCC(=O)Nc1ccc2nc(N3CCN(C)CC3)cc(C)c2c1,-5,3,0.8,8,i,-2,-5,8.7,23,3
O=C(Nc1nnc(Cc2ccc(Cl)cc2)s1)C1CCCO1 (centres undefined),2,-4,·,14,1.6,2,-3,-2.1,3,-4
CC(=O)N1CCc2cc(S(=O)(=O)CCC(=O)N3CCc4ccccc4C3)ccc21,4,-1,·,4,i,-10,9,0.0,-1,-2
CN(C)S(=O)(=O)c1cccc(NC(=O)c2ccc3nccnc3c2)c1,5,19,-3.9,-3,-0.4,-1,-3,3.9,2,2
Cc1ccc(/C=C/C(=O)OC(C)C(=O)NC2CCCCC2C)o1 (centres undefined),-1,17,·,·,i,·,-1,-0.9,-1,-4
N/C(=N\OC(=O)c1ccco1)c1ccccc1,-5,0,-1.9,3,1.0,-5,5,1.1,2,·
O=C(COC(=O)c1cc(F)cc(F)c1)NCCCc1ccccc1,-2,-1,-1.1,·,-1.4,-1,-11,1.0,1,0
O=C(Nc1ccon1)c1ccc(N2CCCCC2)c([N+](=O)[O-])c1,-7,8,·,19,-0.3,-3,-10,-0.6,-2,2
CC1CCCCC1NC1CCN(C)CC1 (centres undefined),6,20,-0.1,30,-0.1,1,3,0.0,2,-16
COCCCN1C(=O)C(O)=C(C(C)=O)C1c1ccccn1 (centres undefined),8,23,1.3,13,i,-9,-5,1.4,9,0
N#CC1c2ccccc2-n2nncc2CN1S(=O)(=O)c1cc(Cl)cc(Cl)c1 (centres undefined),1,3,-1.8,·,-2.8,·,·,·,-1,-11
CCc1c(C(=O)NC2CCCC2)csc1C,-9,4,-0.9,11,8.2,-5,-13,1.3,3,-16
Cc1cc(C)n2nc(CC(=O)NNC(=O)COc3ccccc3)nc2n1,-2,-3,-1.7,7,-0.3,-1,5,0.0,1,-15
COc1ccc2sc(N3C(=O)C4CC=C(C)CC4C3=O)nc2c1 (centres undefined),0,14,-1.6,-5,7.1,2,-5,0.1,3,2

# Four compounds drawn at random from the list so far, as already listed:
SMILES,MazF activator,GDH-TPI inh,BioA inh,DUSP3 inh,Vc quorum ag,3CLpro inhibitor,Rv3671c protease,UGM FP inh,Mtb FBA inh,PriA SSB inh
Cc1cc(C)n2nc(CC(=O)NNC(=O)COc3ccccc3)nc2n1,-2,-3,-1.7,7,-0.3,-1,5,0.0,1,-15
N/C(=N\OC(=O)c1ccco1)c1ccccc1,-5,0,-1.9,3,1.0,-5,5,1.1,2,·
O=C(Nc1ccon1)c1ccc(N2CCCCC2)c([N+](=O)[O-])c1,-7,8,·,19,-0.3,-3,-10,-0.6,-2,2
COc1ccc(C(C)=O)cc1CON=C1CSCc2ccccc21,-1,-2,-0.2,·,i,·,·,·,0,·

# Some of the entries above in a different format:
# Values run as follows: MazF activator | GDH-TPI inh | BioA inh | DUSP3 inh | Vc quorum ag | 3CLpro inhibitor | Rv3671c protease | UGM FP inh | Mtb FBA inh | PriA SSB inh
> O=C(Nc1ccon1)c1ccc(N2CCCCC2)c([N+](=O)[O-])c1
  -7 | 8 | · | 19 | -0.3 | -3 | -10 | -0.6 | -2 | 2
> CC(=O)N1CCc2cc(S(=O)(=O)CCC(=O)N3CCc4ccccc4C3)ccc21
  4 | -1 | · | 4 | i | -10 | 9 | 0.0 | -1 | -2
> CCc1c(C(=O)NC2CCCC2)csc1C
  -9 | 4 | -0.9 | 11 | 8.2 | -5 | -13 | 1.3 | 3 | -16

# Continued.
SMILES,MazF activator,GDH-TPI inh,BioA inh,DUSP3 inh,Vc quorum ag,3CLpro inhibitor,Rv3671c protease,UGM FP inh,Mtb FBA inh,PriA SSB inh
Cc1cc(NC(=O)c2cc([N+](=O)[O-])ccc2Cl)no1,2,-7,-0.4,2,-0.6,-1,4,2.8,3,-37&-3
CC(C)NC(=O)Nc1ccc2c(c1)C(=O)N([C@H](C)CO)C[C@H](C)[C@@H](CN(C)C(=O)NC1CCCCC1)O2,1,11,2.9&-2.6,·,i,·,0,3.6,1,2
Fc1ccc(-c2nc3ccc(Br)cn3c2Cc2ccccc2)cc1,-12,15,-1.2,·,-0.4,·,·,·,6,·
CC1CCCN(C(=O)c2cn(-c3ccccc3)nc2-c2cccnc2)C1 (centres undefined),0,-9,1.2,·,-0.6,·,2,-2.7,2,2
COc1ccc(CN2CCNC(=O)C2CC(=O)NC2CCCCC2)c(OC)c1 (centres undefined),0,-4,1.9,20,i,2,-4,0.8,3,-7
N#Cc1cccc(-c2nnc(SCc3ccccc3C#N)o2)c1,-5,7,·,7,-0.1,0,-7,2.0,2,-29
N#C/C(=C\c1ccc(-c2ccc(C(=O)O)cc2)o1)C(=O)Nc1ccc(F)cc1,36,9,-1.4,64,i,2,-6,-4.0,6,-7
CC1=NN(c2ccccc2)C(=O)/C1=C\c1cc(C)n(C)c1C,3,8,-0.2,-4,-0.6,0,0,0.5,-14,1
O=C(O)C1CCC(C(=O)O)O1 (centres undefined),7,8,-1.7,·,i,·,·,·,0,3
CCN(CC)C(=O)CSC(Nc1ccc(F)cc1)=C(C#N)C#N,8,3,1.3,13,-0.2,1,-15,-5.7,-3,4
CCN(Cc1ccc2c(c1)OCO2)C(=O)CSc1nc(C)nc2sc(C)c(C)c12,5,-8,4.7,·,i,·,-9,-1.5,0,9
Cc1ccc(N2CCN(c3ccc(C)cc3)C2c2ccccn2)cc1,5,6,-0.3,-5,-0.4,-1,0,0.3,3,29
Cc1ccc(-c2c(C(=O)N/N=C/c3c[nH]c4ccccc34)nnn2-c2nonc2N)cc1,10,47*,-0.2,-2,i,-3,18,-1.5,4,·
COC(=O)CN1C2(C#N)CCCCC2CC2CCCCC21C#N (centres undefined),3,-6,0.2,37,-0.4,-6,2,3.0,0,0
O=C(Nc1nc(COc2ccccc2)cs1)C1CCC1,2,7,-1.4,18,i,2,-7,0.1,10,-18
CC(OC(=O)c1cccs1)C(=O)NCc1ccco1 (centres undefined),2,-1,-2.6,10,6.0,-6,13,-0.8,3,-23
CCc1nc(CN(C)C(=O)C2CCC(=O)N(CCc3cccc(F)c3)C2)no1 (centres undefined),10,-1,-0.7,26,i,4,-1,-1.7,-2,2
Cc1cc(NC(=O)CSc2ccc(-c3ccc(F)cc3)nn2)no1,3,0,-2.5,31,i,0,3,-1.1,1,5
O=C1CCC(=O)N1c1nc2nc(-c3ccccc3)cc(=O)n2[nH]1,2,19,5.6,0,5.9,-4,-15,-0.7,0,-3
Cc1cccc(C)c1OCC(O)CNS(=O)(=O)c1ccccc1C(=O)N1CCOCC1 (centres undefined),11,12,0.5,22,i,-3,·,·,9,3
O=[N+]([O-])c1ccccc1COc1ccc(Cl)c2cccnc12,-4,5,0.7,·,i,2,2,0.4,5,-6
Nc1ccc(C(=O)C(=O)c2ccccc2)cc1,10,28,0.1,·,-0.2,·,-1,-1.4,3,6
O=C(NC(=S)NNS(=O)(=O)c1ccccc1)c1ccccc1[N+](=O)[O-],1,1,·,-10,-0.1,3,5,-3.0,2,-3
COc1ccc(NC(=O)COC(=O)c2ccc(-n3nc(C)cc3C)cc2)cc1OC,-21,4,3.3,·,2.1,·,4,-2.1,-1,-2
CCc1nc2ccc(C(=O)N(CC)CCN(C)C)cn2c1N(C)C(=O)C1CCCCC1,·,-7,0.5,·,0.8,·,·,·,5,·
Cc1nnc(NC(=O)CSc2cn(Cc3ccccc3)c3ccccc23)s1,15,10,-0.7,17,1.2,-5,-4,2.2,4,-4
COC(=O)CC1=C(C(=O)OC)C(c2ccncc2)C(C#N)=C(N)O1 (centres undefined),-3,2,5.3,2,·,2,7,1.4,-6,-2
O=C(COc1ncnc2ccccc12)Nc1cc(S(=O)(=O)N2CCOCC2)ccc1Cl,-8,-1,-1.1,14,-0.8,-3,4,-0.4,-1,5
COc1ccccc1CCN=C(N)NS(=O)(=O)c1ccc(C)c(C)c1,-4,2,-0.7,6,i,3,7,-4.1,-1,0
O=C(COC(=O)c1cc(=O)[nH]c2ccccc12)c1ccccc1,7,1,-1.4,7,i,-1,3,1.7,6,-3
c1cc(C2OCCN2CC2COC3(CCCC3)O2)ccn1 (centres undefined),4,18,-4.1,33,i,-4,3,-1.7,1,-25
CC1=CC(C)(C)N(S(=O)(=O)c2ccc(C)cc2)c2ccccc21,-9,12,1.2,16,-5.9,2,-4,0.7,-2,-20
COc1ccc([N+](=O)[O-])c(OC)c1C(=O)NC(=O)Nc1c(F)cc(F)cc1F,-20,12,·,13,i,-1,-2,2.3,7,4
COc1ccc(C(CC(=O)O)NC(C)=O)cc1OC (centres undefined),1,3,-0.4,-4,-2.2,-2,1,-3.8,-1,-10
CCOC(=O)N1CCN(C(=O)CSc2ccc(-c3ccccc3)nn2)CC1,3,1,·,8,-0.4,-2,5,2.1,2,18
N#Cc1cn(Cc2ccccc2)c(=O)[nH]c1=O,-5,14,·,18,-0.3,3,3,2.1,4,-8
NS(=O)(=O)c1ccc(CCNC(=O)C2CC(=O)N(Cc3ccccc3Cl)C2)cc1 (centres undefined),10,-1,0.8,·,i,·,3,3.5,-1,-14
COCC(C)NC(=O)C1CC(c2cccc(Br)c2)=NO1 (centres undefined),-1,6,0.6,4,0.3,-4,-2,-1.0,2,-9
C=CCOc1ccc(Br)cc1/C=N/O,4,-12,-3.3,0,-0.2,-1,2,-1.9,0,·

# Screening results: PubChem, several laboratories

# Only part of the results is shown; count on the stated rates, not on these rows.
